Screening results (PubChem BioAssay)
ABCB6 inh MLPCN: ABCB6 transporter inhibitors, primary screen, K562-ABCB6 cells, flow cytometry, MLPCN library. ATP-binding cassette sub-family B member 6 (Homo sapiens), Q9NP58. K562-ABCB6 porphyrin accumulation, 1 h; stronger effect = lower value. fluorescence ratio to DMSO, % at 10 µM. 360,000 compounds, 0.19% hits;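 active = fluorescence ratio to DMSO below 75%, the collection mean minus 3 SD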;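 note: signal is porphyrin accumulated inside mitochondria; 100% equals median channel fluorescence of DMSO control wells; lower ratio means ABCB6 inhibition with less porphyrin fluorescence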
MC4R antag cAMP: MC4R antagonists of cAMP signaling, primary screen, cell-based, TR-FRET, antagonist arm of biased-ligand search; Melanocortin receptor 4 (Homo sapiens), P32245; MC4R-expressing cells, MTII-stimulated cAMP, LANCE TR-FRET; inhibition, % at 6.5 µM; 360,000 compounds, 0.48% hits;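 active = inhibition above its plate's cutoff, the mean of tested wells on that plate plus 3 SD, cut at about 29% in these data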;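 note: 0% = Melanotan II alone and 100% = Melanotan II plus saturating MCL0020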
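Material – human MC4R-expressing U2OS cells · Repeats – no replicates · Detection – TR-FRET with Eu-cAMP and labeled anti-cAMP, 671 nm · Times – compound 30 min, challenge 1 h, detection 1 h · Compound – single nominal compound dose of 6.5 µM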
ABHD5 PLIN5 PPI: ABHD5-PLIN5 interaction inhibitors, primary screen, cell lysate, split luciferase complementation, luminescence | 360,000 compounds, 0.78% hits | Split G. princeps luciferase complementation, 4 h | inhibition, % at 4 µM;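 active = inhibition above the mean inhibition across every tested compound plus 3 SD, cut at about 22% in these data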;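 note: 0% = DMSO only wells and the 100% control is not disclosed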
Target sequence (Q00G26 whole entry, looked up): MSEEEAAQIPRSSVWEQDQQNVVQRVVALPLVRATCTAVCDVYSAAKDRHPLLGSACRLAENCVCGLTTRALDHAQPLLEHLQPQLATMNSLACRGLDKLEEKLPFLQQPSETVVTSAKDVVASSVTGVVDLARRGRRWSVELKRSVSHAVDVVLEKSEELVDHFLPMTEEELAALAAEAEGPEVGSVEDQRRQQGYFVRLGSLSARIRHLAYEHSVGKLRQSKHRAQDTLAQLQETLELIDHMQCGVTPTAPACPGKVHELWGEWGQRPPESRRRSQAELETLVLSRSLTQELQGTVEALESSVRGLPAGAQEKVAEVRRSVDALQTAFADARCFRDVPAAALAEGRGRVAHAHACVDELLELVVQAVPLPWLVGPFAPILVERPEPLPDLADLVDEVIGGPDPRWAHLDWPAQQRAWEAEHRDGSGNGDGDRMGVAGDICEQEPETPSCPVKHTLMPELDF
Target sequence (Q8WTS1 whole entry, looked up): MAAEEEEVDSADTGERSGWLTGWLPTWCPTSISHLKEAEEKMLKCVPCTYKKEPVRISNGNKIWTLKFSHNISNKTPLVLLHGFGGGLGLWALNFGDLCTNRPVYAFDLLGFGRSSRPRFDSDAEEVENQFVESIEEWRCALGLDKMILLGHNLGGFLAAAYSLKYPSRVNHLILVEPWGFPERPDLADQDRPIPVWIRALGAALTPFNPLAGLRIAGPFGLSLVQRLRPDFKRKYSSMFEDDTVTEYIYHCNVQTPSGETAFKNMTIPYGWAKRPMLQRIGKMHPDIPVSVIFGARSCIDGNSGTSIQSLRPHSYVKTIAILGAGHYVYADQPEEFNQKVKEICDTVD
aDG glyco up: activators of alpha-DG glycosylation, primary screen, uHTS, Pro5-aDG cells, AlphaScreen; activation, % at 10 µM; alpha-DG glycosylation AlphaScreen (IIH6); 0% Pro5, 100% B10-LARGE cell signal; AID 624168, 2012; 360,000 compounds, 0.22% hits;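 active = activation of at least 8% versus controls, or a plate z-score of at least 8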;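 note: Pro5 are CHO cells carrying HIG-tagged alpha-DG that lacks glycosylation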
N-glyco inh: increase of ERlucT glycosylation luciferase signal, primary screen, N-linked glycosylation inhibitor project, D54 ERlucT cells, luminescence, set 2 | D54 ERlucT glycosylation luciferase reporter, 24 h; percent of 100 nM tunicamycin response | reporter increase, % at 12.5 µM | 360,000 compounds, 0.23% hits | AID 588692, 2011;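 active = mean luciferase reporter signal, scaled so untreated is 0 and the glycosylation-blocking control 100, at or above a set limit in every replicate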;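 note: luciferase carries N-glycosylation sites so blocking glycosylation raises the light; 0% = median of neutral control wells and 100% = median of 100 nM tunicamycin wells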
MC4R ag barr: MC4R agonists recruiting beta-arrestin, primary screen, cell-based, luminescence, agonist arm of biased-ligand search; activation, % at 8.9 µM; U2OS MC4R beta-arrestin complementation; percent of melanotan II response, DMSO zero; 360,000 compounds, 0.98% hits;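 active = activation above a per-plate cutoff, the mean activation of sample wells on that plate plus 3 SD, cut at about 8% in these data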
Cardio protect: cardioprotection against H2O2-induced cell death, primary screen, uHTS, H9c2 cells, ATPLite luminescence. H9c2 cardiomyocytes, H2O2 injury protection, 2 h. protection from H2O2 cell death, % at 20 µM. 360,000 compounds, 0.63% hits. AID 588492, 2011;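 active = compounds giving at least 50% protection of heart cells from peroxide-induced death in the single-dose screen, raw or plate-pattern-corrected value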;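 note: 0% = DMSO wells with peroxide and 100% = DMSO wells without peroxide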
m5-HT2A agonist: mouse Htr2a agonists via beta-arrestin recruitment, primary screen, cell-based, luminescence. 360,000 compounds, 0.66% hits. 5-hydroxytryptamine receptor 2A (Mus musculus), P35363. CHO-K1 mHTR2A beta-arrestin complementation; percent of 30 µM serotonin response. activation, % at 7.6 µM. AID 624169, 2012;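 active = activation above a run cutoff, the mean activation of all tested compounds plus 3 SD, cut at about 14% in these data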;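 note: 0% = plate median of compound wells and 100% = 30 µM serotonin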
Exocytosis inh: LAMP-1 surface exposure blockers, TALL-104 cells – cell-based, flow cytometry, MLPCN library, primary screen. TALL-104 LAMP-1 surface exposure; cells stimulated with thapsigargin and PMA. inhibition, % at 10 µM. 360,000 compounds, 0.66% hits;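 active = inhibition above about 55%, limit read from the data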
iPSC survival up: enhancers of single-cell hiPSC survival, primary screen, ATPlite luminescence | AID 602274, 2012 | 360,000 compounds, 0.044% hits | survival enhancement, % at 20 µM | 100% = ROCK inhibitor wells, 0% = DMSO; in the data active = survival enhancement above about 18%;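 note: cells exposed to compounds for 16 hours before the ATP read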
Starred values were filed as active, the others as inactive; · = no result given.

SMILES | ABCB6 inh MLPCN | MC4R antag cAMP | ABHD5 PLIN5 PPI | aDG glyco up | N-glyco inh | MC4R ag barr | Cardio protect | m5-HT2A agonist | Exocytosis inh | iPSC survival up
Cc1ccccc1NC(=O)CN1C(=O)NC2(CCCCC2)C1=O | 103 | 0 | -2 | -0.1 | 0 | -0.8 | 1 | 0 | -1 | 0.9
COc1ccc(C(=O)C2CCCN(Cc3cccn3-c3ccccn3)C2)cc1F (stereo not drawn) | 99 | 10 | 7 | 0.6 | 5 | -0.8 | -7 | 1 | 3 | 0.1
CSc1ccccc1NC(=O)CN(C)C(=O)c1cccc(S(=O)(=O)N(C)C)c1 | 99 | 26 | -3 | 1.9 | 2 | 0.0 | -4 | 2 | 0 | -0.2
COc1ccc(/C=N/NC(=O)c2cc(=O)[nH]c3ccccc23)cc1OC | 95 | -10 | 18 | 0.3 | 3 | 0.7 | 0 | 2 | -2 | 1.3
O=C(CCNS(=O)(=O)c1cccc2nonc12)NC1CCCCCC1 | 101 | 6 | -5 | -0.1 | 2 | -2.5 | 0 | 5 | -6 | 0.7
CCCCc1ccc(S(=O)(=O)N2CCC3(CC2)OCCO3)cc1 | 88 | 5 | -10 | 0.2 | 0 | -1.9 | -3 | 3 | -1 | 0.2
Cc1ccc(CN2CC(N3CCN(Cc4cccc(C)c4)CC3)CS2(=O)=O)cc1 (stereo not drawn) | 100 | · | 4 | 0.1 | 0 | · | -1 | 31* | -1 | -0.6
O=C(COc1ccccc1)Nn1cnc2ccccc21 | 96 | -2 | 7 | -0.1 | 1 | 1.2 | 0 | 4 | -3 | -1.2
CCOC(=O)CCSc1nc(C)cc(C(F)(F)F)c1C#N | 244 | -7 | -2 | -0.1 | 1 | 0.9 | 4 | -3 | -2 | 0.4
CC(C)c1c(O)cc(-c2ccncc2)n(-c2ccc(Cl)cc2)c1=O | 102 | 9 | -4 | 0.3 | 1 | -0.7 | -2 | 2 | 2 | 0.2
COC(=O)c1ccc(-n2c(C)nc(=O)c(-c3ccccc3)c2C)cc1 | 100 | 1 | -15 | 0.1 | -1 | -0.3 | 1 | -3 | -2 | -1.4
O=C(NC1CCCC1)C(c1ccncc1)N(Cc1cccs1)C(=O)c1csnn1 (stereo not drawn) | 99 | 0 | -6 | 0.3 | 2 | -1.7 | 15 | 6 | -2 | -0.9
CCc1cccc2sc(N(CCCN3CCOCC3)C(=O)CS(=O)(=O)c3ccccc3)nc12 | 100 | 0 | 6 | 0.3 | -1 | 0.2 | 15 | -9 | -2 | -0.4
O=C(O)CCc1ccc(-c2cccs2)n1NC(=O)c1ccc(Cl)cc1 | 101 | 4 | 2 | -0.2 | 1 | -0.5 | 5 | -6 | 0 | 0.2
O=C(Nc1ccc(Oc2ccccc2)cc1)N[C@@H](Cc1ccccc1)C(=O)O | 100 | 7 | 5 | 0.0 | 0 | 1.1 | 0 | -5 | -9 | -0.1
CCc1nc2c(OCc3ccc(Cl)cc3Cl)cccn2c1N(C)C(C)=O | 92 | 7 | 4 | 0.0 | 1 | -0.1 | 7 | 0 | -7 | 8.3
COc1cccc(CNC(=O)C(=O)NCC(c2ccco2)N2CCOCC2)c1 (stereo not drawn) | 94 | -4 | 2 | -0.1 | 2 | -0.9 | 1 | 0 | 1 | -0.1
O=C(Nc1nnc(-c2ccncc2)o1)c1ccc(Br)s1 | 110 | 10 | -1 | -0.1 | 3 | -1.5 | 36 | -4 | -1 | -0.2
COc1ccccc1N1CCN(C(c2cc3ccc(C)cc3[nH]c2=O)c2nnnn2C2CCCC2)CC1 (stereo not drawn) | 85 | -8 | -10 | -0.1 | -4 | -0.3 | 5 | -1 | 0 | 0.5
O=C(NCc1ccc2c(c1)OCO2)C1COc2ccccc2O1 (stereo not drawn) | 102 | 7 | 8 | 0.0 | 0 | -2.7 | -1 | -5 | 0 | -1.4

Results in ABHD5 PLIN5 PPI, for 3 of the compounds above:
| SMILES | ABHD5 PLIN5 PPI |
| --- | --- |
| COc1cccc(CNC(=O)C(=O)NCC(c2ccco2)N2CCOCC2)c1 (stereo not drawn) | 2 |
| CCc1nc2c(OCc3ccc(Cl)cc3Cl)cccn2c1N(C)C(C)=O | 4 |
| O=C(Nc1nnc(-c2ccncc2)o1)c1ccc(Br)s1 | -1 |

(cont.)
SMILES | ABCB6 inh MLPCN | MC4R antag cAMP | ABHD5 PLIN5 PPI | aDG glyco up | N-glyco inh | MC4R ag barr | Cardio protect | m5-HT2A agonist | Exocytosis inh | iPSC survival up
O=C1N(Nc2ccccc2)C(c2ccc(Br)cc2)C12CCCC2 (stereo not drawn) | 102 | 14 | -10 | 0.0 | -1 | 4.3 | -5 | 4 | 4 | 2.8
CC(NC(=O)c1ccco1)C(=O)OCC(=O)N1CCCCCC1 (stereo not drawn) | 98 | 7 | 1 | -0.1 | 4 | -1.3 | 11 | -2 | 0 | -0.4
COc1cc(/C=N/NC(=O)C(=O)N2CCCC2)ccc1O | 100 | 7 | -4 | -0.2 | -1 | -1.8 | -1 | 3 | 6 | 1.8
Cc1ccc(-n2nc3c(c2NC(=O)C(C)C)CS(=O)(=O)C3)c(C)c1 | 93 | 2 | -3 | -0.2 | 2 | -1.6 | 3 | 7 | 1 | 0.3
Cc1ccc(CNC(=O)COc2ccc(C)nc2[N+](=O)[O-])cc1 | 99 | 9 | -2 | -0.1 | 0 | -3.1 | 1 | -3 | 8 | 3.1
CCN(CC)C(=O)COc1ccc(CC(=O)O)cc1OC | 104 | 4 | 2 | 0.4 | -1 | -0.3 | 9 | 1 | -1 | 2.9
CC1CCN(C(=O)C2CCN(c3ncnc4c3nc3n4CCCCC3)CC2)CC1 | 102 | -2 | -5 | 0.0 | 1 | -2.6 | -6 | -1 | 0 | 0.9
COc1cccc(C(=O)Cn2c(=O)n(CCC(=O)NCC3CCCO3)c(=O)c3cc(OC)c(OC)cc32)c1 (stereo not drawn) | 108 | 18 | 0 | 0.1 | -1 | -1.1 | 17 | 3 | -1 | -0.6
Cc1cnc(N)nc1-c1ccccc1 | 101 | 1 | 5 | 0.2 | -1 | -1.8 | -2 | 29* | 2 | -1.0
COc1cc(OC)cc(-c2c(-c3ccc(F)cc3)c3cc(-c4ccc(OC)nc4)ccc3n2C)c1 | 100 | 13 | 6 | -0.1 | -3 | -0.3 | -16 | 9 | 17 | -2.0
COc1ccc(-c2nc(N)nc(C(F)(F)F)c2-c2ccccc2OC)c(O)c1 | 98 | 6 | -7 | -0.2 | 2 | 4.2 | -6 | 5 | -4 | -0.5
Cc1ccc(Cl)cc1NC(=O)CN1C(=O)COc2ccc(S(=O)(=O)N3CCOCC3)cc21 | 105 | -4 | 7 | 1.2 | 2 | -1.0 | -3 | 4 | -2 | 1.0
COc1ccc(CC(N)c2csc(NC(=O)Cc3ccccc3)n2)cc1 (stereo not drawn) | 96 | 3 | 8 | 0.4 | -3 | -0.8 | 10 | 0 | -3 | 1.9
CCCOc1ccc(Br)cc1/C=N/O | 107 | 5 | 10 | 0.5 | -2 | -2.2 | -12 | -1 | -1 | 1.4
CC(C)(C)OC(=O)NCc1ccc(NC(=O)c2nc[nH]c2C(=O)NCCNC(=O)c2[nH]cnc2C(=O)Nc2ccc(CNC(=O)OC(C)(C)C)cc2)cc1 | 96 | 16 | 1 | -0.2 | -9 | -0.7 | 38 | 2 | 62* | 0.8
CSc1ncnc2c1ncn2CCCN[C@H](C)c1cccc2ccccc12 | 100 | 8 | -9 | -0.1 | 24 | 2.5 | 0 | 0 | -1 | -0.1
S=C(NCc1ccco1)N1CCN(Cc2ccc(Cl)cc2Cl)CC1 | 101 | 1 | 0 | 0.1 | -4 | -0.9 | -13 | 3 | 4 | -1.6
CC1CCN(S(=O)(=O)c2ccc3[nH]c(=O)cc(C(=O)O)c3c2)CC1 | 95 | -3 | 3 | -0.3 | 1 | 0.0 | -1 | 3 | -2 | 0.7
CC(N=Cc1cccc(O)c1O)c1ccccc1 (stereo not drawn) | 102 | -1 | -3 | -0.2 | 13 | -2.4 | 59* | 0 | 1 | -1.0
COC(=O)CC(NS(=O)(=O)c1cccs1)c1ccccc1Cl (stereo not drawn) | 98 | 5 | -2 | -0.1 | 2 | -0.9 | 0 | 19* | 0 | 1.6
O=C(Oc1ccccc1C(=S)N1CCOCC1)c1ccccc1 | 78 | 2 | -2 | -0.1 | 4 | 0.7 | -4 | -5 | -11 | -0.4
CN(C)C(CNc1ncnc2sccc12)c1ccccc1 (stereo not drawn) | 95 | -8 | 0 | 0.5 | -2 | -0.6 | -7 | 6 | 1 | 0.1
Cc1ccnc2nc(C(=O)OCC(=O)N(C)C3CCCCC3)nn12 | 97 | 3 | -1 | -0.1 | 3 | 0.0 | 7 | 1 | 15 | 2.0
CCOC(=O)c1nnn2c1nc(N1CCCCC1)c1ccccc12 | 98 | 0 | -3 | 0.0 | 1 | -0.7 | 9 | 7 | -4 | -0.8
CC(C)c1ccc(S(=O)(=O)N2CCN(C(=O)[C@@H]3CCCN3C(=O)c3cccs3)CC2)cc1 | 101 | 0 | -6 | -0.2 | 0 | -1.2 | 0 | 3 | 0 | 0.0
CN(C)N=C1c2cc(S(=O)(=O)N3CCOCC3)ccc2-c2ccc(S(=O)(=O)N3CCOCC3)cc21 | 105 | 11 | -3 | -0.8 | 2 | 1.5 | 8 | -1 | -2 | 2.9
CCN(N=O)[C@@H](Cc1ccccc1)CN(N=O)[C@@H](Cc1ccccc1)CN(C)N=O | 103 | 12 | -1 | 0.0 | 6 | -0.3 | 1 | 3 | 2 | -0.8
CC1(C)CC(NC(=O)C(F)(F)F)CC(C)(C)N1OC(=O)c1ccco1 | 101 | 3 | 6 | 0.1 | 0 | 2.3 | 5 | 2 | -1 | -1.3
CCN(CC(=O)Nc1ccc(NC(C)=O)cc1)CC(=O)Nc1ccc(F)c(Cl)c1 | 92 | 13 | 4 | -0.4 | 0 | 0.5 | 5 | -6 | 0 | -1.0
Cc1csc(SCC(=O)Nc2sc3c(c2C#N)CCC3)n1 | 99 | -4 | 1 | -0.1 | -1 | 4.0 | -17 | -1 | 3 | 3.1
CCCC1OC(c2cc3c(cc2Cl)OCO3)OCC1CC (stereo not drawn) | 96 | 12 | 0 | -0.2 | -5 | 4.5 | -9 | -2 | 3 | 0.3
Cc1ccc(NCc2nnc(SCC#N)o2)c(C)c1 | 100 | 0 | -4 | 0.0 | -1 | 0.8 | -1 | 5 | 0 | 0.9
